# IL1B secr inh = blocks inflammasome-driven IL-1 beta release; THP-1 LPS/ATP IL-1B secretion, AlphaLISA, 16 h; active compounds read low; activity change, % at 57.5 µM; hit rate 4.7% among 360,000; in the data active = activity change below about -50%; inconclusive = mostly about -30% to -49%; also: % is scaled to controls: 0 for no effect and ±100 for the full control effect
#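 Secreted IL-1B measured by AlphaLISA bead assay after 16 h compound exposure of THP-1 cells; compounds (final up to 57.5 uM) added 1 h before LPS (250 ng/mL) and ATP (1.25 mM) stimulation; lower signal means less secretion.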
# KB-3-1 tox = kills parental KB-3-1 adenocarcinoma cells; Potency, µM (highest dose often 46.1 µM), without a hit: top-dose activity change, negative = cytotoxic, usual class: cytotoxic; AID 1347075; hit rate 1.4% among 400,000; KB-3-1 viability, CellTiter-Glo ATP luminescence, 72 h; also: potency is read from the fitted curve at half-maximal effect; % is scaled to controls: 0 for no effect and ±100 for the full control effect; nearly all actives have a fitted effect of over 60% in size
#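 Screening of KB-3-1 cells (DMEM, 10% FBS, phenol-red free) ran from lowest to highest compound concentration; after 72 h at 37 °C viability was read luminescently and curves fitted.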
# MCF10A rerep = induces DNA re-replication in MCF 10a normal breast cells | MCF 10A DNA re-replication, Hoechst nuclear intensity, 48 h | Potency, µM (titrated, usually from 46.1 µM), for the others: at the top dose activity, positive = re-replication, actives largely listed as activators | hit rate 2.9% among 350,000 | AID 624296; also: potency is read from the fitted curve at half-maximal effect; % of control where 0% means no effect; nearly all actives have a fitted effect of over 50% in size
# HT1080 IDH1KD tx = kills HT-1080 cells with IDH1 knockdown | HT-1080 IDH1 knockdown viability, ATP luminescence, 48 h | Potency, µM (highest dose often 46.1 µM), inactives show at the highest dose activity, negative = toxicity, most hits filed as cytotoxic | hit rate 2% among 360,000 | AID 686971;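 also: potency is read from the fitted curve at half-maximal effect; 0% = DMSO wells and -100% = cell-free medium wells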
#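 CellTiter-Glo luminescence after 48 h compound exposure at 37 degrees C of IDH1-knockdown HT-1080 cells in 5% FBS RPMI. %Activity scaled between DMSO wells and cell-free media wells, with curves fitted and assigned curve classes.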
# SW480 rereplic = inducers of DNA re-replication in SW480 colon cancer cells. SW480 DNA re-replication, Hoechst DNA content imaging, 48 h. Potency, µM (highest dose often 46.1 µM), for the others: at the top dose re-replication activation, most hits filed as activators. hit rate 1.8% among 340,000; also: potency is read from the fitted curve at half-maximal effect; % of control where 0% means no effect; nearly all actives have a fitted effect of over 55% in size
#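 Readout is total intensity of Hoechst-stained nuclei, excited at 405 nm and collected at 500-530 nm. Compound treatment lasted 48 hr at 37 C in 5% CO2 before staining.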
# HT1080NT lethal = kills 2HG-producing HT-1080-NT fibrosarcoma cells; HT-1080-NT fibrosarcoma viability, CellTiter-Glo ATP luminescence, 48 h; Potency, µM (series often up to 46.1 µM), for inactives: at the top dose activity, negative = less viability, actives largely listed as cytotoxic; hit rate 1.6% among 360,000;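 also: NT is the 2HG producing partner of a matched IDH1 knockdown line; potency is read from the fitted curve at half-maximal effect; 0% = DMSO-treated cells and -100% = media-only wells without cells; nearly all actives have a fitted effect of over 55% in size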
#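 Fibrosarcoma NT cells, 750 per well in 5% FBS RPMI, were exposed to compound for 48 hours. Viability: CellTiter-Glo luminescence.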
# D3 ag = activates the human D3 dopamine receptor. D3R DiscoveRx beta-arrestin cells, luminescence, 90 min. max activation, %. hit rate 0.58% among 410,000. AID 652048. P35462; in the data active = max activation above about 30%; also: 0% is about no effect; mostly tested at two doses, the higher about 12 µM
# Target sequence (P35462 whole entry, looked up): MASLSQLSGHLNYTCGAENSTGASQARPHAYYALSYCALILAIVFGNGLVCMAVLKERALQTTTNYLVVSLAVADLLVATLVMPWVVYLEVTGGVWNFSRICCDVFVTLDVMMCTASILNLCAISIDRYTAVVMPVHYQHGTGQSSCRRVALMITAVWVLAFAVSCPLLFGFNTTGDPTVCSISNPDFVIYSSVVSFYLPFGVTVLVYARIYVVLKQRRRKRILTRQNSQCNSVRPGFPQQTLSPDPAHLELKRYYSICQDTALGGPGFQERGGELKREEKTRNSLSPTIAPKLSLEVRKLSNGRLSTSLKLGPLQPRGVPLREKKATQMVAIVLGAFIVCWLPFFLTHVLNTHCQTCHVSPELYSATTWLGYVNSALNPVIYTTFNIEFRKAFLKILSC
#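 Agonist-mode cell screen: cells plated at 1500/well and incubated overnight at 37 °C, then exposed to library compounds for 90 min at 37 °C. Detection reagent was added for 30–60 min at room temperature, and luminescence was read.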
# HEK293 tox = cytotoxicity in counter-screen for GLP-1R inverse agonists | hit rate 0.13% among 410,000 | Potency, µM (series often up to 38.3 µM), without a hit: at the top dose activity change, negative = inhibition, usual class: inhibitors | AID 624418 | HEK293 cAMP-luciferase reporter cells, luminescence, 24 h;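 also: loss of luciferase light is scored as toxicity; potency is read from the fitted curve at half-maximal effect; % is scaled to controls: 0 for no effect and ±100 for the full control effect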
#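 Seeding density was 200 cells/uL; after overnight-length (12 h) culture, 23 nL compounds went on for 24 h at 37 °C. Readout used a luciferase detection reagent, luminescence taken after 12 min at room temperature.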
# KB-V1 MDR tox = KB-V1 MDR subline cytotoxicity | KB-V1 MDR cells viability, CellTiter-Glo, 72 h | Potency, µM (doses to about 46.1 µM), without a hit: top-dose activity change, negative = cytotoxicity, hits mostly cytotoxic | hit rate 3.4% among 400,000; also: potency is read from the fitted curve at half-maximal effect; % is scaled to controls: 0 for no effect and ±100 for the full control effect; nearly all actives have a fitted effect of over 60% in size
#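 Drug-selected KB-V1 cells, grown in DMEM lacking phenol red with 10% FBS, receive compound titrations; after three days at 37 degrees C, surviving cell ATP is quantified by CellTiter-Glo luminescence and responses normalized and curve-fitted.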
# * marks the source's active call; other numbers are inactive results; ? = inconclusive; . = not tested or not shown; [ ] = remark or other dose. Unless noted, calls follow the shape of the dose curve; as a rule, active = well fitted curve in the direction sought with a large enough effect; inconclusive = small, poorly fitted or top-dose-only effect, or another doubt; inactive = no such curve, though single readings can be large; an effect the other way counts as inactive or inconclusive.
no.	Compound	IL1B secr inh	KB-3-1 tox	MCF10A rerep	HT1080 IDH1KD tx	SW480 rereplic	HT1080NT lethal	D3 ag	HEK293 tox	KB-V1 MDR tox
1	Cc1ccc(C)c(N2CCN(S(=O)(=O)c3c(C)noc3C)CC2)c1	37.1	-20.8%	3.6%	-17.7%	-5.2%	-4.7%	5.4	-0.8%	-20.1%
2	Cc1cccc(C)c1NC(=O)C(c1ccc(C(F)(F)F)cc1)n1c(=O)c(-c2ccco2)nc2ccccc21 (stereo not drawn)	-1.2	-1.4%	.	?	.	-22.7%	-5.8	0.9%	?
3	Cc1ccccc1C(=O)NCC(=O)OCCCOC(=O)CNC(=O)c1ccccc1C	5.2	3.6%	?	0.7%	-315.9%[inhibitor]	-5.9%	-13.7	11.8%	-6.9%
4	Cc1cc(NS(C)(=O)=O)c(=O)n(Cc2cccc(F)c2)c1	-16.1	13.8%	2.4%	5.3%	10.1%	2.9%	-0.4	-0.9%	14.2%
5	CCc1ccc(OCC(=O)NCc2ccco2)c(Br)c1	-8.6	1.4%	?	8.3%	?	-0.2%	1.9	-7.5%	-0.3%
6	CN(C)C(=O)CSc1nnc(-c2ccc(F)cc2)c2ccccc12	-0.7	7.0%	2.6%	-3.8%	4.1%	0.5%	-5.0	-4.7%	14.5%
7	Cc1cc(C(=O)CSc2nc(N)cc(=O)[nH]2)c(C)n1CCc1ccc(Cl)cc1	-3.2	-7.4%	-5.7%	-11.1%	-13.2%	-10.5%	-3.5	-13.5%	3.4%
8	Cc1ccc(-c2nnc3ccccc3c2C(=O)Nc2ccc(C)c(F)c2)cc1	.	-3.6%	.	.	.	.	0.8	4.6%	18.0%
9	CCOC(=O)NC(N(O)c1cccc(Cl)c1)C(Cl)(Cl)Cl (stereo not drawn)	-16.9	0.0%	7.8%	11.5%	0.7%	2.2%	3.4	-19.3%	10.1%
10	CCOC(=O)C1=C(Cc2ccc(F)cc2)C(=O)c2ccccc2C1=O	-71.1*	-9.3%	?	10µM*	16.1%	17.8µM*	-25.5	?	-15.3%
11	CCOC(=O)C1CCN(CC(=O)N2C(C)CCCC2C)CC1 (stereo not drawn)	0.0	0.1%	-5.8%	0.2%	-6.2%	26.8%	2.7	-11.1%	?
12	CCN(CC)C(=O)c1ccc(C(=O)Nc2ccc(F)cc2)cc1	-8.7	8.5%	-11.3%	1.9%	-14.7%	3.1%	9.3	-20.7%	-4.0%
13	Cc1ccc2nc(SCC(=O)c3ccc(Cl)cc3)nc(=O)n2c1	1.6	6.8%	6.0%	-5.4%	-14.4%	-3.4%	-5.8	0.2%	-18.3%
14	COc1ccccc1C(=O)CC1(O)C(=O)N(CC(N)=O)c2ccccc21 (stereo not drawn)	.	1.4%	.	.	.	.	10.4	-7.7%	21.2%
15	CCOC(=O)c1c(C)[nH]c(C)c1C(=O)COC(=O)/C=C/c1ccc(OC)cc1	9.2	?	7.8%	14.6µM*	16.4µM*	?	0.4	-16.7%	13µM*
16	COc1cc(NS(=O)(=O)c2cccs2)cc(OC)c1	.	7.7%	.	.	.	.	-2.4	0.0%	?
17	O=C(COC(=O)c1ccco1)Nc1ccc2[nH]c(=O)[nH]c2c1	16.3	-10.4%	5.9%	23.6%	10.9%	0.0%[9.24 µM]	1.4	-2.6%	-5.1%
18	CCc1ccc(NC(=O)c2sc3nc4n(c(=O)c3c2C)CCC4)cc1	-3.2	-15.0%	-0.5%	-3.0%	?	-6.0%	6.2	1.8%	-16.4%
19	COc1ccc(C)cc1NC(=O)C1COc2ccccc2C1 (stereo not drawn)	.	-2.4%	.	.	.	.	8.1	-0.8%	0.4%
20	CCOc1ccc(NC(=O)CSc2nccn2-c2cccc(C)c2C)cc1	.	?	.	.	.	.	-9.4	-7.4%	0.0%
21	CCN(c1ccc(OC)cc1)S(=O)(=O)N1CCCC(C(=O)NCc2ccccc2Br)C1 (stereo not drawn)	0.0	-12.6%	?	-22.0%	28.8%	?	1.6	-5.0%	-24.9%
22	CCN1CCN(C(=O)c2cc3c(=O)n(C)c4ccccc4c3n2C)CC1	-6.3	-19.3%	25.3%	-12.2%	-0.9%	0.9%	1.6	-1.1%	8.0%
23	CC(C)COC(=O)Nc1nnc(SCc2ccccc2F)s1	26.1	-2.3%	6.4%	-2.8%	2.9%	2.8%	-0.1	0.5%	0.0%
24	CC(C)N(C)NC(=S)Nc1ccccc1	14.2	2.7%	0.2%	8.7%	-0.6%	4.3%	0.9	-25.5%	2.4%

# 3 compounds drawn at random from the list so far:
no.	Compound	IL1B secr inh	KB-3-1 tox	MCF10A rerep	HT1080 IDH1KD tx	SW480 rereplic	HT1080NT lethal	D3 ag	HEK293 tox	KB-V1 MDR tox
19	COc1ccc(C)cc1NC(=O)C1COc2ccccc2C1 (stereo not drawn)	.	-2.4%	.	.	.	.	8.1	-0.8%	0.4%
21	CCN(c1ccc(OC)cc1)S(=O)(=O)N1CCCC(C(=O)NCc2ccccc2Br)C1 (stereo not drawn)	0.0	-12.6%	?	-22.0%	28.8%	?	1.6	-5.0%	-24.9%
24	CC(C)N(C)NC(=S)Nc1ccccc1	14.2	2.7%	0.2%	8.7%	-0.6%	4.3%	0.9	-25.5%	2.4%

# (further entries)
no.	Compound	IL1B secr inh	KB-3-1 tox	MCF10A rerep	HT1080 IDH1KD tx	SW480 rereplic	HT1080NT lethal	D3 ag	HEK293 tox	KB-V1 MDR tox
25	CN(CC(=O)Nc1ccccc1Cl)C(=O)CCSc1ccc(F)cc1	-7.6	-2.3%	3.1%	-10.6%	-1.0%	-10.4%	-10.5	13.6%	?
26	COC(=O)c1ccccc1NC(=O)Cn1c(=O)oc2ccc(Cl)cc21	-5.9	1.2%	-2.3%	11.2%	-6.4%	-0.4%	4.3	-3.3%	2.5%
27	COc1cc(/C=N/NC(=O)c2c(C)nc3ccc(Cl)cn23)cc(OC)c1OC	190.3	17.5%	?	?	11.3%	-7.4%	5.5	-7.5%	8.4%
28	O=C(NCc1cccc(Cl)c1)C1CCCN(c2ncnc3onc(-c4ccc(F)cc4)c23)C1 (stereo not drawn)	.	-2.9%	.	.	.	.	-9.2	-10.1%	-21.3%
29	CC(OC(=O)c1ccccn1)C(=O)Nc1ccc2c(c1)OCCO2 (stereo not drawn)	10.1	-6.7%	-5.7%	10.0%	-15.1%	8.6%[9.24 µM]	0.5	0.7%	?
30	COc1c(C)cc(Br)cc1C(=O)Nc1ccccc1N1CCN(C(=O)c2ccccc2)CC1	13.5	?	0.9%	29.1%	1.8%	15.4%	-3.9	-9.4%	23.1µM*
31	COc1ccccc1Cc1c(-c2ccc(OC)c(OC)c2)nc2c(Cl)cc(C(F)(F)F)cn12	-20.2	10.2%	.	2.4%	.	15.3%	5.0	5.2%	?
32	O=C(NCCCO)C(=O)Nc1ccc2c(c1)N(S(=O)(=O)c1cccs1)CCC2	21.5	-26.3%	13.6%	4.5%	11.2%	0.9%	0.8	-17.7%	-17.8%
33	CC(C)NC(=O)C1=NN(c2ccccc2)C(=O)CC1	9.9	0.3%	-19.8%	16.2%	-7.6%	15.0%	7.2	3.5%	?
34	CCOC(=O)[C@]12CCCC=C1N(Cc1ccco1)C(=O)[C@H](CC(=O)NCc1ccccc1)C2	10.4	4.6%	.	9.4%	.	16.7%	4.1	4.1%	-22.4%
35	CC(Oc1ccc(-c2ccccc2)cc1)C(=O)N/N=C/c1cccnc1 (stereo not drawn)	15.3	11.1%	8.9%	-19.5%	-9.2%	-4.0%	13.8	?	-20.1%
36	Cn1c(=O)c2c(nc(CN3CCOCC3)n2CCc2ccccc2)n(C)c1=O	2.8	4.8%	0.9%	19.1%	-7.7%	11.6%	0.2	14.0%	-5.3%
37	COC(=O)c1ccccc1NC(=O)C(=O)NCc1ccncc1	-2.9	18.1%	-7.2%	10.5%	-11.5%	4.0%	2.9	-11.5%	-26.5%
38	O=c1[nH]ncc2c3ccccc3n(Cc3ccc(F)cc3)c12	-5.8	-2.7%	3.2%	-29.8%	1.1%	-15.6%	-11.8	-27.0%	-11.1%
39	CC(=O)C1=C(O)C(=O)N(Cc2ccco2)C1c1ccc2c(c1)OCO2 (stereo not drawn)	-8.8	-20.0%	0.9%	2.9%	-1.7%	-18.3%	1.0	7.3%	-18.0%
40	CCNc1c(NC(=O)c2cccs2)c(=O)oc2ccccc12	-1.6	-1.3%	-5.7%	16.0%	-22.0%	21.4%	1.9	-7.4%	-10.3%
41	Cc1c(CCC(=O)N2CCC[C@H]2C(=O)O)c(=O)oc2c(C)c3oc4c(c3cc12)CCCC4	3.3	0.1%	0.2%	-19.2%	-1.5%	-14.6%	0.7	-19.3%	-2.6%
42	Cc1cccn2cc(-c3c[nH]c4ccccc34)nc12	7.6	3.8%	25.6%	-10.7%	-40.9%[1.84 µM]	10.3%	-7.1	1.4%	0.0%
43	O=C(COC(=O)/C=C/c1ccc(F)cc1)NCc1ccco1	-12.2	8.0%	4.8%	1.9%	12.2%[1.84 µM]	6.2%	4.6	-9.6%	?
44	Cc1c(NC(=O)COC(=O)Cc2ccc(Br)cc2)c(=O)n(-c2ccccc2)n1C	-11.8	?	-8.7%	-1.3%	7.8%	-3.0%	3.2	3.3%	14.2%
45	CCn1nc(C)c(NC(=O)/C=C/c2cnn(C)c2)c1C	12.7	2.1%	1.9%	2.8%	-3.9%	5.6%	-2.5	3.5%	-13.5%
46	O=C(NCCN1CCCCC1)c1cc(COc2c(F)cccc2F)on1	-4.0	0.1%	1.6%	7.3%	5.5%	-1.8%	-28.4	27.5%	-17.1%
47	Cn1c(=O)c2[nH]c(CCCCCCCCc3nc4ccccc4[nH]3)nc2n(C)c1=O	-59.9*	-15.1%	?	-15.8%	-1.6%	?	8.8	?	7.1%
48	O=C(NCCCNC(=O)c1ccccc1Br)c1ccccc1Br	-5.4	1.9%	7.0%	0.7%	-6.7%	15.8%	0.6	-1.7%	3.3%
